# eIF4E 4G PPI: blocks eIF4E binding to eIF4G; P63073+Q04637; TR-FRET eIF4E-eIF4GI(517-606) binding, 2 h; inhibition, % at 21.7 µM; actives 0.37% (n = 220,000); AID 782;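 active means inhibition above about 30%, limit read from the data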;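 further: 0% = full FRET control wells and 100% = background wells lacking eIF4GI fragment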
# Rad51 HR inh: Rad51 (human) homologous recombination inhibition. actives 0.085% (n = 200,000). hRad51 DNA strand exchange, fluorescence dequenching. AID 1385. inhibition, % at 10 µM. Q06609;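 active means inhibition above 40% at the single screening dose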;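 further: 0% = DMSO control wells and 100% = blanks with heterologous ssDNA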
#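 Read-out basis: percent inhibition relative to plate controls and blanks / Assay system: human Rad51 nucleoprotein filaments preassembled on unlabelled ssDNA / Timing: filaments 15 min 37 °C, then compound 30 min / Control set: per-plate controls and blanks / Technique: fluorescence dequenching at 485/520 nm / Compound: 10 µM final, single point / Also added: Fluorescein- and BHQ1-tagged 47-mer duplex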
# L929 necroptosis: L929 zVAD cell death inhibition; L929 zVAD necroptosis rescue, ATP luminescence, 24 h; with zVAD 60 µM; viability rescue, % at 10 µM; actives 0.38% (n = 220,000); AID 1377;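 active means activation, scaled between plate controls, above about 75%, limit read from the data; inactive means activation under that limit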;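 further: 0% = zVAD with DMSO and 100% = DMSO alone without zVAD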
# TNF death inh: inhibitors of TNF-alpha induced necroptosis in Jurkat FADD-/- cells. Jurkat FADD-/- TNF necroptosis rescue, ATP luminescence, 24 h; 0 = TNF only, 100 = no-TNF cells. activation (protection from cell death), % at 10 µM. actives 0.068% (n = 220,000). AID 463075;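 active means activation, meaning protection from cell death, of at least 50% relative to plate controls; inactive means activation below 50%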;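 further: necroptosis triggered by 40 ng/mL TNF-alpha added together with compound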
# Mdm2 ligase inh: Mdm2 E3 ligase (human) inhibition | Q00987 | cell-based MDM2 ubiquitination luciferase reporter, 2 h; 0 = plate control, 100 = twice control, blank-subtracted | signal enhancement, % at 5 µM | actives 0.11% (n = 210,000) | AID 1230;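 active means signal enhancement of 30% or more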;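 further: luminescence tracks abundance of the self-degrading MDM2-luciferase fusion protein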
#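 test system = mammalian cells stably expressing self-ubiquitinating, self-degrading MDM2 E3–luciferase fusion | quantity = 2000 cells/well | incubation = cell settling 4 h, compound treatment 2 h, both 37 °C | signal = luminescence with SteadyLite reagent, 15 min at room temperature | evaluation = % enhancement relative to plate controls after blank subtraction | benchmarks = plate controls and plate blanks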
# Calpain2 inh: inhibitors of pig calpain II | purified calpain II, fluorogenic peptide substrate, 30 min | inhibition, % at 16 µM | actives 0.37% (n = 220,000) | AID 1236;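 active means inhibition above about 50%, limit read from the data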
# KCC2 mod: KCC2 (human) Cl- transport modulation; Q9H2X9; KCC2 cells, thallium flux FluoZin-2 fluorescence; B-score of Tl+ flux slope (higher = more flux/activation; lower = inhibition) at 10 µM; actives 2.2% (n = 190,000); AID 1456;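 active means thallium flux slope and its plate-corrected score both differing from the plate sample mean at a set confidence after two filtering rounds, in either direction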;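 further: slope of fluorescence scaled to starting intensity during 10 to 20 s after thallium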
# Target sequence (Q9H2X9 whole entry, looked up): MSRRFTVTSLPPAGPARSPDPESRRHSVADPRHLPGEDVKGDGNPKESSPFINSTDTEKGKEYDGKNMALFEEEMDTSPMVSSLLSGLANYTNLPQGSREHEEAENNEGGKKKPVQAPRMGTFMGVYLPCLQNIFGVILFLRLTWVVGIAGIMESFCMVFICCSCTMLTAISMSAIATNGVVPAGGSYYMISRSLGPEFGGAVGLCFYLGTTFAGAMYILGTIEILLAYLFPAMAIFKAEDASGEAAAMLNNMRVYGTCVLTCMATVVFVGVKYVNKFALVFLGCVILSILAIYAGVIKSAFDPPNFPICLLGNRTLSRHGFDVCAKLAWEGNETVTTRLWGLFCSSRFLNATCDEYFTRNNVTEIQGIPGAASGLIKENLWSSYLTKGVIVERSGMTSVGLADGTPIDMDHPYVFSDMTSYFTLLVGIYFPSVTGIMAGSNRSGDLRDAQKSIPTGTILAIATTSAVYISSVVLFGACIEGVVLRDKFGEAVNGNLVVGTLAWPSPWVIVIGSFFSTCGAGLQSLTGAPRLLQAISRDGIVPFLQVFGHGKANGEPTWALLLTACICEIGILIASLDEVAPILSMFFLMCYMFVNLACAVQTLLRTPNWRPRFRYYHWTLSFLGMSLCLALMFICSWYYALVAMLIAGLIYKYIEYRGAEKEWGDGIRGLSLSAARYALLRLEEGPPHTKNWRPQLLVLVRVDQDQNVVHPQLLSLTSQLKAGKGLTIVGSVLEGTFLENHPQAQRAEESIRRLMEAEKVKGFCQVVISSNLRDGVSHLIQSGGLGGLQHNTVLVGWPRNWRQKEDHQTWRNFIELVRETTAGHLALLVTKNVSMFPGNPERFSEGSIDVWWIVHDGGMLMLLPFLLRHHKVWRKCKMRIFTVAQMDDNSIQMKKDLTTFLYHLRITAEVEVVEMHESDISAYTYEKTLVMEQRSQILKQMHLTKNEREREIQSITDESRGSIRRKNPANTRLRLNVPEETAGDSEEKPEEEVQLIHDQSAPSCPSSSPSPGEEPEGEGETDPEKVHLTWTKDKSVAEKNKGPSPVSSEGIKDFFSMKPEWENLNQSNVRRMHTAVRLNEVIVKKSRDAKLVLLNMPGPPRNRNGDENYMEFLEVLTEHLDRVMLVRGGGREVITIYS
# EBV gp42 inh: blocks Epstein-Barr virus glycoprotein 42 binding; Q1HVG2; Fluorescence polarization binding assay, mP read-out; inhibition, % (tested at 21.74 µM); actives 0.42% (n = 220,000); AID 1085; in the data active means inhibition above about 50%
# PERK inhibitor: human PERK inhibition, primary cell-based screen | AID 1416 | inhibition, % at 5.6 µM | actives 0.17% (n = 220,000) | CHO PERK-DD fusion, SEAP luminescence translation reporter;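 active means inhibition above the mean inhibition of all tested compounds plus 3 SD, set separately per screening campaign, cut at about 2.9% in these data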;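 further: PERK kinase domain activated by AP20187 dimerizer at 100 nM; 0% = DMSO with dimerizer and 100% = rapamycin at 8.4 µM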
# Numbers without * were called inactive; i = inactive; nt = no result given; [ ] = remark or other dose.
# Sample of the layout:
# Below each SMILES – eIF4E 4G PPI, Rad51 HR inh, L929 necroptosis, TNF death inh, Mdm2 ligase inh, Calpain2 inh, KCC2 mod, EBV gp42 inh, PERK inhibitor
CCNC(=O)/C(C#N)=C/c1c(N(Cc2ccccc2)Cc2ccccc2)nc2ccccn2c1=O
→ -2[fluorescence artefact?], -5, -0.2, -2.1, -11, 22, -1.6, -21, -1.4
COc1ccc(NC(=O)NCc2ccncc2)c(OC)c1
→ 4, 4, 0.1, -0.9, -7, 4, -0.32, -21, 0.6

# This part in full, from the start:
# Below each SMILES – eIF4E 4G PPI, Rad51 HR inh, L929 necroptosis, TNF death inh, Mdm2 ligase inh, Calpain2 inh, KCC2 mod, EBV gp42 inh, PERK inhibitor
CCNC(=O)/C(C#N)=C/c1c(N(Cc2ccccc2)Cc2ccccc2)nc2ccccn2c1=O
→ -2[fluorescence artefact?], -5, -0.2, -2.1, -11, 22, -1.6, -21, -1.4
COc1ccc(NC(=O)NCc2ccncc2)c(OC)c1
→ 4, 4, 0.1, -0.9, -7, 4, -0.32, -21, 0.6
Cc1cc(C)nc(NS(=O)(=O)c2ccc(NC(=O)Nc3ccccc3F)cc2)n1
→ 3, -2, 0.4, 1.6, -8, -16, 0.049, 3, -0.4
O=C(Nc1ccc2c(c1)OCO2)c1cccs1
→ 4, -6, -0.5, -5.2, -19, 20, -0.85, -24, 0.3
CCC1=NN2C(=N)/C(=C\c3cccn3-c3ccc(OC)cc3)C(=O)N=C2S1
→ -5, -5, -0.3, -2.0, -9, -4, 1.4, 0, -0.1
Cc1cc2cc(CNC(=O)Cc3ccc([N+](=O)[O-])cc3)ccc2n1C
→ 0, 16, 1.0, 0.7, -4, -15, -0.013, -15, 0.5
Cc1ccc(N)c2c1OCCC2=O
→ 12, -7, 0.8, 0.5, -9, 0, -0.85, -4, 1.1
CCN1CCN(c2cc(C)c3cc(NC(=O)c4cccnc4Cl)ccc3n2)CC1
→ 1, 7, -0.2, -1.8, -10, -100, -0.023, 4, -0.9
CN(C)S(=O)(=O)c1cccc(C(=O)Nc2ccccc2Cl)c1
→ -1, -4, -0.3, 0.0, -26, -1, 0.15, -7, -0.8
CC1=[N+](CC(=O)c2ccccc2)CCn2cccc21
→ 2, -6, 3.4, 1.3, 0, -70, 0.089, -11, 1.1
COC(=O)CSc1ncnc2c1sc1nc3c(cc12)COC(C)(C)C3
→ 0, nt, 0.3, -1.0, nt, -37, -0.64, -1, 1.2
Cc1ccc(S(=O)(=O)N(C#N)c2nc(C)cc(C)n2)cc1
→ 0, 0, 0.1, 0.9, -20, -12, -0.75, -11, 0.4
OCCNc1nc(N2CCN(Cc3ccccc3)CC2)nc2ccccc12
→ -2, 1, 0.1, -0.1, nt, -80, 0.84, -11, -0.4
COc1cc(CNCCSc2nnnn2C)cc(OC)c1OC
→ 0, 1, 1.3, 0.5, -14, -15, nt, -9, 0.5
COc1ccc2cc3cc(C(=O)N4CCN(Cc5ccc6c(c5)OCO6)CC4)oc3nc2c1
→ -1, nt, 0.1, -10.0, -4, i, nt, -3, -0.6
O=C(C1CCCO1)N1CCN(C(=S)Nc2ccc(Cl)cc2Cl)CC1 (stereo unspecified)
→ 0, 0, 0.3, 1.7, -6, -2, -0.0047, -5, 0.8
Cc1ccc(NC(=S)NC2CCN(Cc3ccccc3)CC2)cc1C
→ -1, 2, -0.1, -9.0, -9, 15, -1.7, -8, -0.1
CCCCNS(=O)(=O)c1ccc(OCC(=O)OC)cc1
→ 0[fluorescence artefact?], nt, 0.0, 1.0, -9, -6, -0.15, -6, 1.1
Cc1cc(C)cc(N2C(=O)CCN(Cc3ccccc3)C2=O)c1
→ -5, -7, 0.6, 2.1, -5, -9, 0.13, -17, -0.1
Cc1ccccc1C(OCC(O)CN1CCCCC1CCO)c1ccccc1 (stereo unspecified)
→ -1, 3, -0.4, -1.6, -7, 13, 0.32, -9, 0.1
Cc1ccc(S(=O)(=O)N2CCCC2C(=O)NC2=NCCS2)cc1 (stereo unspecified)
→ 5, -3, -0.4, -3.9, 7, 10, nt, -1, 0.2
Cc1ccc(C(=O)Nc2ccc(C(=O)N3CCCCC3C)cc2)cc1 (stereo unspecified)
→ 2, 6, 10, 3.4, 4, 37, -0.34, 7, -0.2
Cc1cc(NS(=O)(=O)c2ccc(Nc3nc(-c4ccc(C)c(C)c4)cs3)cc2)no1
→ 8, 36, 1.4, 1.1, -5, 13, 2.2, 11, -0.4
CC1CC(C)CN(C(=O)Cn2c(-c3nonc3N)nc3ccccc32)C1 (stereo unspecified)
→ 1, 4, -0.9, -0.2, 8, -15, -1, -10, -0.8
COc1ccc(NC(=S)N=Nc2c(O)[nH]c3ccccc23)cc1
→ -9, 9, -0.3, -3.0, -3, -4, 5, -6, -2.1
CCCN1CCC(NC(=O)Nc2ccc(OC)c(OC)c2)CC1
→ -10, 2, -0.4, -0.6, -1, 1, -1.4, -6, 0.3
N#Cc1c(Nc2ccccc2Cl)s[nH]c1=O
→ 2, -24, -0.8, -23, -5, 15, -0.7, -9, 0.5
CCOC(=O)CC(=O)Nc1ccccc1C(=O)O
→ 5[fluorescence artefact?], 8, 1.6, 0.6, -12, -16, nt, -2, 1.5
CCOc1ccc2nc(SCC(=O)Nc3cc4c(cc3C(C)=O)OCO4)[nH]c2c1
→ -4, -3, -0.1, -3.1, 1, -34, -1, -2, -0.5
CC(=O)NC(NC(=S)Nc1ccc(N=Nc2ccccc2)cc1)C(Cl)(Cl)Cl (stereo unspecified)
→ 7, 4, 0.4, -9.9, 0, 12, -0.44, -10, 0.3

# Quoted at random: three entries already listed.
# Below each SMILES – eIF4E 4G PPI, Rad51 HR inh, L929 necroptosis, TNF death inh, Mdm2 ligase inh, Calpain2 inh, KCC2 mod, EBV gp42 inh, PERK inhibitor
Cc1ccccc1C(OCC(O)CN1CCCCC1CCO)c1ccccc1 (stereo unspecified)
→ -1, 3, -0.4, -1.6, -7, 13, 0.32, -9, 0.1
CC(=O)NC(NC(=S)Nc1ccc(N=Nc2ccccc2)cc1)C(Cl)(Cl)Cl (stereo unspecified)
→ 7, 4, 0.4, -9.9, 0, 12, -0.44, -10, 0.3
Cc1ccc(C(=O)Nc2ccc(C(=O)N3CCCCC3C)cc2)cc1 (stereo unspecified)
→ 2, 6, 10, 3.4, 4, 37, -0.34, 7, -0.2

# More entries.
# Below each SMILES – eIF4E 4G PPI, Rad51 HR inh, L929 necroptosis, TNF death inh, Mdm2 ligase inh, Calpain2 inh, KCC2 mod, EBV gp42 inh, PERK inhibitor
CCC(=O)N(Cc1cc2cc(C)c(C)cc2[nH]c1=O)C1CCCCC1
→ 2, -2, 0.0, -2.6, -2, -5, nt, -18, -1.7
Cc1cc(=O)oc2cc(OCC3CC(c4ccc(N(C)C)cc4)=NO3)ccc12 (stereo unspecified)
→ -25[fluorescence artefact?], -4, -1.1, -1.7, -20, -15, 1, -15, 0.4
CC(=O)Nc1ccc(NC(=O)Cn2cc3c(n2)CCCC3)cc1
→ -2, 6, -0.1, 2.5, -14, -10, 1.1, 0, 0.7
Brc1ccc(-c2cn3c(n2)CCc2ccc4cccnc4c2-3)cc1
→ 2, 3, 0.1, -2.1, -21, -59, -0.15, 0, 0.7
Cc1occc1-c1nnc(SCC(=O)Nc2ccccc2-c2ccccc2)n1C
→ -4, -5, 1.0, 0.3, 0, -28, nt, 4, -0.3
CN1/C(=C/C2CC(=O)N(c3ccc([N+](=O)[O-])cc3)C2=O)C(C)(C)c2ccccc21 (stereo unspecified)
→ 1[fluorescence artefact?], -4, 0.0, -0.2, 5, -25, nt, -2, -0.4
O=[N+]([O-])c1ccc(O)c(/C=N/Nc2ccc(Cl)nn2)c1
→ -8, 1, 44, -20, -16, 8, -0.25, 25, 1.1
O=C(Cn1cccc1C(=O)c1ccccc1)NCc1ccccn1
→ 3, 1, -0.4, -2.8, -6, -22, 1.4, -6, -1.1
C/C(N)=C(/C#N)C(=O)COC(=O)[C@@H](NC(=O)c1ccccc1Cl)C(C)C
→ -1, -6, -0.3, -2.2, -10, -12, 0.53, -14, 0.2
C/C=C\C=C\C(=O)Nc1cccc(C2=NOC3(C2)C[C@@H](C(N)=O)N(C(=O)C(c2ccccc2)c2ccccc2)C3)c1 (stereo partly specified)
→ -3, 10, -0.3, -0.7, 13, -79, 0.036, -12, nt
Cc1ccc(C(=O)NC(=S)NNC(=O)COc2ccccc2C)cc1
→ -2, 1, 0.9, -0.6, 1, -59, 31*, -7, 2.4
CC(=O)Nc1ccc2nc(-c3ccc(Br)o3)[nH]c2c1
→ 1, nt, 1.9, 1.9, -7, -11, -1.4, 6, 0.3
C=CCn1c(=O)[nH]c2cc(C(=O)N3CCN(c4cc(C)ccc4C)CC3)ccc2c1=O
→ -9, nt, -0.5, -5.4, -6, -12, -0.91, 5, -0.5
CCC1(C)Cc2c(c(=O)n(-c3ccccc3)c3ncnc(N)c23)CO1 (stereo unspecified)
→ nt, 2, 0.2, -0.4, -4, -67, -1.6, -2, 0.8
COc1ccc(OCCn2cc(/C=C(\C#N)C(=O)NCc3ccco3)c3ccccc32)cc1
→ 5, 11, -0.3, 2.0, -1, 0, 0.0089, -21, 0.6
O=C(COC(=O)CSCc1ccccc1)NCc1ccccc1
→ -1, 23, 1.0, -0.3, 8, -11, 1, 10, 0.1
Cc1ccc(-c2cc(C(=O)Nc3c(C)n(C)n(-c4ccccc4)c3=O)no2)cc1
→ -1, 1, 1.2, -0.3, 1, 4, -0.78, 5, -0.5
CCOC(=O)c1c(C)[nH]c(C(C)=O)c1C
→ -9[fluorescence artefact?], -2, 0.0, -0.7, -10, 14, 0.58, -3, 0.2
COc1ccccc1N1CC(C(=O)OCC(=O)c2ccc(F)cc2)CC1=O (stereo unspecified)
→ 2[fluorescence artefact?], -3, 2.5, 1.1, -11, -33, nt, -16, 0.2
CCNC(=O)O/N=C(\C)c1sc(-c2ccccc2)nc1C
→ 3, -4, 0.4, -2.7, -19, -2, 0.14, -9, -0.8
CC(C)(C)NC(=O)NC(=O)COC(=O)c1cccc(OC(F)F)c1
→ -1, 26, 32, 0.2, 0, -9, nt, 8, 1.9
O=C(Nc1ccc(C(=O)N2CCCCC2)cc1)C1CCCCC1
→ 1, 11, 0.0, -0.5, -18, 16, 1.1, -8, -0.4
Cn1nnnc1SCC(=O)NCc1cc([N+](=O)[O-])ccc1O
→ 0, 11, -0.7, -0.2, -8, 18, 0.18, -4, 1.4
NC1=NC(=Nc2cccc(Cl)c2)c2ccccc21
→ 7, nt, 0.1, -16, -8, -1, 0.83, 5, -0.4
O=C(Nc1cc(Sc2ccccn2)cc([N+](=O)[O-])c1)c1cccc(Cl)c1
→ 0[fluorescence artefact?], 8, 1.7, 2.1, -10, 15, -1.7, -4, -0.9
O=C(c1cc2nc(-c3ccccc3)cc(-c3ccccc3)n2n1)N1CCN(C(=O)c2ccco2)CC1
→ -5, 6, 0.3, -5.6, -29, i, -0.81, 4, -1.3
O=C(NNc1ccccc1F)C1CCC1
→ 2, 28, 0.2, 8.9, -13, -9, 0.24, -8, 0.1
O=C(NCc1nc(-c2ccccc2)no1)Nc1ccc(F)cc1
→ -3, -2, 0.7, 1.5, -32, 11, 0.026, -11, 2.6
COc1cc(/C=C(\C#N)c2nnc(N3CCOCC3)n2-c2ccccc2)ccc1O
→ 3, 2, -0.3, -2.4, 0, -5, -0.0071, -37, 0.0
